Screens (PubChem)
D1 ag: activates the human D1 dopamine receptor; P21728; activation, % at 2 µM; HEK293 T-REx D1 cells, calcium flux, agonist mode; 1% of 360,000 active; in the data active = activation above about 30%; note: 0% is about no effect
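Tetracycline-induced HEK293 TREx D1 cells, force-coupled to calcium signalling, were dye-loaded with a no-wash calcium kit. Compound was pin-added after a 10 s baseline. Fluorescence was read kinetically at 1 cycle/s for 180 s, with calcium rises flagged as agonism.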
RXFP1 agonist: RXFP1 (human) receptor agonism; Q9HBX9; HEK293T-RXFP1 cAMP TR-FRET, 30 min; response scale: percent of porcine relaxin response, buffer zero; Potency, µM (highest dose often 57.5 µM), for inactives: top-dose activation, actives largely listed as activators; 0.3% of 370,000 active; note: potency is the fitted concentration of half-maximal effect; % is set by controls: 0 for no effect and ±100 for the full control effect; nearly all actives have a fitted effect of over 60% in size; many of its hits are not listed in these tables
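HEK293 cells stably expressing RXFP1, treated 30 min at 37C with compounds plus PDE4 inhibitor Ro 20174; cAMP measured by HTRF TR-FRET. Normalized to buffer and 29 nM porcine relaxin; EC50 by Hill fit.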
D2 PAM: D2 dopamine receptor (human) potentiation. potentiation, % at 10 µM. 0.34% of 340,000 active. HEK293 T-REx D2, calcium flux, EC20 dopamine potentiation;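 active = potentiation over 3 SD above the plate norm, cut at about 30% in these data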; note: 0% is about no effect
Target sequence (P14416 whole entry, looked up): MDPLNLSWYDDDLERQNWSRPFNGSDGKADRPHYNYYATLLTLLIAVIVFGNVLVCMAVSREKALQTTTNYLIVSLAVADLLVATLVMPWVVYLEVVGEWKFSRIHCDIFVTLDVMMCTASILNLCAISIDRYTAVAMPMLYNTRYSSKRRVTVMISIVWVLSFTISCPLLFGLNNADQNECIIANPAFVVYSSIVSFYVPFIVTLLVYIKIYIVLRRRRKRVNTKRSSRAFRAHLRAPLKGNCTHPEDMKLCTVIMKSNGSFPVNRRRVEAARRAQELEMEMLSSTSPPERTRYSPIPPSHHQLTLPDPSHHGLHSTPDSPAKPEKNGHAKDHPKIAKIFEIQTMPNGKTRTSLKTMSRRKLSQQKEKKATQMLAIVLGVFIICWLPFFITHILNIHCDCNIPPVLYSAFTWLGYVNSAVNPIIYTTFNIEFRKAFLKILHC
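Tetracycline-induced Hek293 Trex D2 cells, force-coupled to calcium, loaded with no-wash calcium dye. Compound added with 180 s kinetic read for agonism, then EC20 dopamine and a further 180 s read for potentiation.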
D1 potentiator: potentiators of human D1 dopamine receptor. P21728. HEK293 TREx D1 cells, calcium flux, dopamine EC20 potentiation. potentiation, % at 10 µM. 0.036% of 360,000 active. AID 504651; in the data active = potentiation above about 30%; note: 0% is about no effect
TRHR enhancer: TRH receptor (human) allosteric enhancement | P34981 | TRHR cells, fluo-8 calcium fluorescence, EC20 TRH enhancement | enhancement, % at 2 µM | 0.66% of 360,000 active; in the data active = enhancement above about 30%; note: 0% is about no effect
Target sequence (P34981 whole entry, looked up): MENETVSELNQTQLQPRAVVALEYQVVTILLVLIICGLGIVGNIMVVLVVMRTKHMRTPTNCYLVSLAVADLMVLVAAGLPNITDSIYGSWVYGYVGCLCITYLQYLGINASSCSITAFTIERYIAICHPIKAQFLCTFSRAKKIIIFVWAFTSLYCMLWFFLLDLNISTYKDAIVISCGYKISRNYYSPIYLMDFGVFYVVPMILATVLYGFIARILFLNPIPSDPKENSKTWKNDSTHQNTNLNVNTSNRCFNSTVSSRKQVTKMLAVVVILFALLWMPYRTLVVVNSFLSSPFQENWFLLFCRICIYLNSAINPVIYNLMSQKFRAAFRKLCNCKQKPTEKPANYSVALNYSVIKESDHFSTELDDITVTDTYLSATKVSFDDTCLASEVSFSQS
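Enhancer read-out: after compound pinning and an initial kinetic agonist-mode read, an EC20 of TRH (10 nM final) was injected and fluo-8 calcium signal (Ex 480/Em 530) followed at 1 s/cycle for 100 cycles in TRHR-expressing cells.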
RXFP1 antag: blocks the human relaxin receptor RXFP1; 0.59% of 350,000 active; AID 1259400; activity change, negative = inhibition, % at 57.5 µM; HEK293-RXFP1, relaxin-stimulated cAMP HTRF, 30 min; hits give low values; Q9HBX9;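 active = activity change of -60% or lower, but not beyond a set lower limit; inconclusive = change between -60% and -40%, or beyond the set limit; inactive = change above -40%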; note: % is set by controls: 0 for no effect and ±100 for the full control effect
Anesthetic bind: candidate novel general anesthetic via apoferritin binding; P02791; apoferritin/1-aminoanthracene competitive binding, fluorescence; Potency, µM (series often up to 77.5 µM), inactives show top-dose activity change, negative = displacement, most hits filed as inhibitors; 0.074% of 350,000 active; AID 485281; note: potency is the fitted concentration of half-maximal effect; % is set by controls: 0 for no effect and ±100 for the full control effect; nearly all actives have a fitted effect of over 20% in size
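Horse-spleen apoferritin (10 uM) in 50% saturated 1-aminoanthracene in PBS was incubated 10 min at room temperature with compound. Fluorescence (ex 380, em 535 nm) was normalized to free and bound 1-AMA, with concentration-response fitted by a four-parameter Hill equation.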
D1 antag: antagonists of human D1 dopamine receptor | P21728 | HEK293 TREx D1 cells, calcium flux, dopamine EC80; hits give low values | activity change, negative = inhibition, % at 10 µM | 3.2% of 360,000 active | AID 504652; in the data active = activity change below about -30%; note: % is set by controls: 0 for no effect and ±100 for the full control effect
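Inducible Hek293 Trex D1 cells (tetracycline, overnight, 30 C). Calcium dye 30–90 min RT. Antagonist mode: EC80 dopamine added after 180 s compound read.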
TRHR agonist: TRH receptor (human) agonism. P34981. TRHR cells, calcium flux fluo-8, FDSS agonist mode. activation, % at 2 µM. 0.18% of 360,000 active; in the data active = activation above about 30%; note: 0% is about no effect
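In this calcium-flux screen, cells bearing human TRHR are dye-loaded with fluo-8, baselined for 10 cycles, then exposed to library compounds; positive kinetic calcium responses during the agonist phase mark hits, with TRH as control.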
* marks the source's active call; other numbers are inactive results; ? = inconclusive; . = no result given; & = joins results of further samples. Unless noted, calls come from the whole dose curve; as a rule, active = well fitted curve in the direction sought with a large enough effect; inconclusive = small, poorly fitted or top-dose-only effect, or another doubt; inactive = no such curve, though single readings can be large; an effect the other way counts as inactive or inconclusive. These rows are one share of the data; rates above refer to the full screens.

SMILES	D1 ag	RXFP1 agonist	D2 PAM	D1 potentiator	TRHR enhancer	RXFP1 antag	Anesthetic bind	D1 antag	TRHR agonist
COc1cccc(-c2nc(-c3ccc(NC(=O)c4cccnc4)cc3)no2)c1	2	0.5%	-10	-8	5	-11	-9%	-17	0.5
CCCc1nc(N2CCOCC2)c2sc(=S)n(-c3ccccc3)c2n1	1	-2.0%	-4	.	5	.	4%	8	0.8
CCOC(=O)c1c(C)c(-c2ccccc2)n(CC(=O)Nc2cc(OC)cc(OC)c2)c1C	7	-0.3%	3	-6	-6	.	-2%	-22	1.5
CCOC(=O)C1CCN(CC(=O)NC(=O)NC2CCCCC2)CC1	1	0.6%	.	0	-1	-9	-9%	-7	-0.9
O=C(Nc1ccc(O)c2c(=O)cc(-c3ccccc3Cl)oc12)c1cccs1	1	0.0%	-1	-10	2	.	-12%&-13%	4	-0.4
COCCCNC(=O)c1ccc(Cn2c(SCc3cccc(C)c3)nc3cccnc32)cc1	-1	1.7%	5	-1	1	7	-16%	9	-0.1
CCc1nnc(SCc2ccc(OC(C)C)cc2)n1N	2	-0.6%	17	-2	-1	-1	-12%	-5	0.1
COc1ccc(NC(=S)NNC(=O)c2cccnc2)cc1OC	0	-1.2%	-1	-3	-1	15	-4%	8	0.1
COc1ccc(C(=O)NCCc2c[nH]c3ccccc23)cc1S(=O)(=O)N1CCCCC1C (stereo not drawn)	0	-0.6%	-2	-6	1	6	.	-24	1.1
N#C/C(=C(/O)COC(=O)COc1ccc(Cl)cc1)c1nc2ccccc2[nH]1	1	1.2%	15	-10	-2	-30	4%	-11	2.7
COCCNC(=S)Nc1ccccn1	2	-0.8%	-4	-2	2	0	-9%	-8	0.8
COc1ccc(C2CC(C(F)(F)F)n3ncc(C(=O)Nc4cccc(O)c4)c3N2)cc1OC (stereo not drawn)	19	-0.9%	6	1	20	7	-22%	97	-1.1
CCOC(=O)CCc1c(C)c2ccc(OCc3cc([N+](=O)[O-])ccc3OC)c(C)c2oc1=O	4	0.2%	-17	4	-2	.	-3%	6	0.4
Cc1ccc(C(=O)Nc2ccc(Cl)cn2)cc1	1	0.2%	-7	7	4	-23	-7%	-12	-0.4
Cc1ccc(N2C(=O)C3C4C=CC(CNC(=S)Nc5ccc(F)cc5)(O4)C3C2=O)cc1 (stereo not drawn)	7	-0.2%	2	-5	6	-1	-8%	-7	-0.7
C=CCNc1ncnc2c1ncn2C1OC(CO)C(O)C1O (stereo not drawn)	4	25µM*	-5	-1	4	0	-6%	-9	2.7
O=C(NCc1ccccn1)C1CCCN(S(=O)(=O)c2ccccc2)C1 (stereo not drawn)	6	-0.2%	7	-3	2	-18	-4%	-1	0.0
CCOc1nc(-c2ccc(OC)cc2)ccc1-c1noc(-c2cc(OC)c(OC)c(OC)c2)n1	3	1.3%	16	-5	0	5	-8%	-9	-2.0
C=CCN1c2ccccc2[C@]23C[C@@H](C(=O)OC)N(C(=O)c4cccs4)C2=NC(C(=O)OC)=C(C(=O)OC)[C@H]13	-1	-0.9%	12	5	0	.	0%	14	-0.6
Cc1ccc(NC(=O)c2ccc(CN3CCc4ccccc4C3)cc2)cc1	4	0.8%	-17	-4	2	-11	-12%	-33*	0.7
CCOC(=O)c1ccc(NC(=S)NC(=O)C2CCCC2)cc1	5	-0.2%	-3	1	-6	-23	-16%	-20	0.3
COc1ccccc1-c1nnc(C2CCN(C(=O)c3cccc(Cl)c3)CC2)o1	1	2.6%	14	4	4	-18	-7%	-6	-1.7
CC(C)[C@H](NC(=O)c1ccco1)C(=O)OCC(=O)NC12CC3CC(CC(C3)C1)C2	1	-1.3%	-4	0	1	6	?	-10	0.3
O=C(c1ccncc1)N1c2ccccc2Sc2ccccc21	5	0.0%	4	-1	-10	-10	-22%	-12	0.5
COc1cc(C2C3=C(CCCC3=O)Nc3ccc4ncccc4c32)ccc1O (stereo not drawn)	0	0.2%	5	-4	10	-14	-12%	27	-0.5
COc1ccc(F)cc1S(=O)(=O)Nc1ccc(C)cc1	2	0.2%	28	-3	0	3	-14%	10	1.2
S=C(NCC1CCCO1)c1ccc(Br)cc1 (stereo not drawn)	0	0.6%	-8	-5	-2	4	-8%	-6	-1.8
O=C(COc1ccccc1)Nc1ccc2c(c1)Cc1cc(NC(=O)COc3ccccc3)ccc1-2	5	-0.3%	1	0	7	-5	15%	16	0.7
CCOC(=O)C(=O)C1C(=O)Nc2ccccc21 (stereo not drawn)	0	2.6%	-3	-6	-11	3	5%	-20	-0.5
O=C(c1cccc(-c2ccccc2)c1)N1CC[C@@H](N2CCC(O)CC2)[C@H](O)C1	4	0.0%	5	0	3	2	-14%	-4	0.3
COc1cccc(-c2nc3ccc(C(=O)NC(C)Cc4cccnc4)cc3o2)c1 (stereo not drawn)	-2	0.2%	10	-7	2	0	-15%	24	-0.4
CC(=O)N1C(=O)C2(C(C#N)=C(N)Oc3cc(C)oc(=O)c32)c2ccccc21 (stereo not drawn)	-2	0.5%	-4	-6	-1	12	4%	7	0.8
COC(=O)c1sc(S(=O)(=O)Nc2ccc(C)c(C)c2)c(C(=O)OC)c1C	2	-0.7%	-8	-2	-2	-9	-10%	1	-0.7
CCCn1c(N/N=C(C)\C=C\c2ccccc2)nc2c1c(=O)[nH]c(=O)n2C	27	6.3%	-2	-3	15	.	-9%	9	1.6
Cc1c(-c2nc(-c3ccc4c(c3)OCO4)no2)nnn1-c1ccc(C(C)C)cc1	3	1.3%	-3	-1	2	-4	2%	-4	0.1
COc1ccc(-n2nc3c(c2NC(=O)c2ccco2)CS(=O)(=O)C3)cc1	3	2.5%	-8	2	0	4	-3%	0	0.0
CCC(=O)c1ccccc1OCCCN1CCC(Cc2ccccc2)CC1	16	-0.8%	-34	-7	-5	-19	-17%	-19	-0.3
COc1ccc(CCN=C(N)NS(=O)(=O)c2ccccc2)cc1OC	2	0.6%	18	2	5	2	-4%	-11	-0.3
CCC(CC)C(=O)Nc1nnc(S(=O)(=O)Nc2ccc(OC)cc2)s1	2	-0.9%	0	3	2	1	0%	-3	1.4
CN1CCCC(OC(=O)c2cccc(S(=O)(=O)N3CCCCCC3)c2)C1 (stereo not drawn)	7	-0.5%	-17	2	3	-10	-15%	8	0.7
COc1ccc(N2Cc3ccccc3C2)cc1Cl	-2	-0.4%	-8	2	-2	8	-8%	-5	0.0
COc1cccc(CNC(=O)COc2cccc3c2OC(C)(C)C3)c1	4	-1.7%	-5	-4	-9	-5	.	3	1.2
CSc1ccccc1NC(=O)c1ccc2c(c1)CCN2S(C)(=O)=O	4	-1.5%	1	-3	10	-2	-8%	2	0.0
Cc1ccc(S(=O)(=O)[N-]c2nc3ccccc3nc2-[n+]2cc(C)cc(C)c2)cc1	2	1.2%	-4	-5	1	-2	-8%	-1	0.1
CN(C)c1cccc(C(=O)NCc2ccccc2Cl)c1	3	-0.7%	6	-9	-8	12	?	-29	0.4
Cc1cccc(NC(=O)CNC(=O)COc2cc(F)ccc2[N+](=O)[O-])c1C	3	-1.3%	2	-1	1	-1	-12%	-22	-0.2
O=C(c1ccco1)N1N=C(c2cccs2)CC1c1ccco1 (stereo not drawn)	1	0.3%	1	1	-11	-1	?	-5	-0.6
CCCNc1c(NS(=O)(=O)c2ccc(C3CCCCC3)cc2)c(=O)oc2ccccc12	2	-2.7%	5	7	0	1	-2%	21	0.7
Cc1nn(Cc2ccccc2)c(Cl)c1C(=O)NCc1ccco1	1	0.0%	4	0	-2	-9	-5%	-7	-0.2
CCOC(=O)C1CCCN(S(=O)(=O)c2c(C(=O)N3CCCCC3)c(C)n(C)c2C)C1 (stereo not drawn)	0	1.8%	-1	1	-4	37	3%	2	0.0
C=CCn1c(=N)n(CC(O)c2ccco2)c2ccccc21 (stereo not drawn)	4	2.2%	13	2	-3	0	-11%	18	0.6
O=C(Nc1cccc2cccnc12)C(F)(F)F	1	.	.	-4	-4	.	.	5	0.7
CCc1ccc(C(=O)NC(C(=O)O)C(C)C)cc1 (stereo not drawn)	1	1.4%	21	1	-1	-16	-7%	5	-0.2
CCN(CC)C(=O)C(C)N(C#N)c1nc(SC)nc(N(C)C)n1 (stereo not drawn)	2	0.7%	-3	1	-3	15	-6%	-8	1.6
CCN(CC)c1ccc(NC(=O)c2ccccc2F)cc1	0	-0.7%	8	5	-5	-1	2%	2	-0.7
COc1cccc(-c2csc(N3CCN(S(=O)(=O)c4ccc(F)cc4)CC3)n2)c1	3	0.1%	-12	-9	-5	9	0%	-7	1.0
O=C(Cc1c(F)cccc1Cl)N1CCN(S(=O)(=O)c2cccc(F)c2)CC1	-1	0.1%	-16	6	-7	-3	.	-2	1.3
CCCCCC1CCC(c2ccc(/C(N)=N/O)cc2)CC1 (stereo not drawn)	-1	1.9%	1	6	2	9	-9%	2	-0.1
CN(C)S(=O)(=O)c1cccc(C(=O)OCC(=O)Nc2sccc2C(N)=O)c1	13	2.0%	21	4	-2	-10	-19%	-10	0.2
COC(=O)Nc1ccc2c(c1)N(C(=O)CCN(C)C)c1ccccc1CC2	1	1.0%	10	-3	7	3	-16%	1	0.7
Cc1ccc(CNc2ccc3c(c2)ncn3C(C)C)cc1	4	0.8%	-1	2	22	-3	-9%	3	18
CSc1ccccc1N=CC1=C(O)CC(C)(C)CC1=O	-1	2.6%	18	-2	-4	-5	-6%	7	1.2
